# From PubChem BioAssay
# AI-2 QS mod: Vibrio harveyi AI-2 quorum sensing modulators, primary screen, JMH597 strain, luminescence/OD600 ratio; Vibrio harveyi JMH597 AI-2 luminescence/OD600 ratio, 9 h; stronger effect = lower value; strain lacks LuxN and CqsS sensors; 0 = neutral-control median; activity change, % at 7.5 µM; 0.4% of 300,000 active; AID 2094, 2009; in the data active = activity change below about -75%, passing the limit was not always enough; inconclusive = no clear call, values can overlap the other calls;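 note: luminescence divided by OD600 gain over 9 h not by final OD600 alone; inactives centre near 13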
# HDAC3 inh: HDAC3 deacetylase inhibitors, primary screen, biochemical, fluorescence, cell-free homogeneous | recombinant HDAC3, fluorogenic peptide/trypsin coupled | inhibition, % at 8.3 µM | 0.15% of 320,000 active | AID 2718, 2010; in the data active = inhibition above about 26%, passing the limit was not always enough; inconclusive = no clear call, values can overlap the other calls
# Target sequence (O15379 whole entry, looked up): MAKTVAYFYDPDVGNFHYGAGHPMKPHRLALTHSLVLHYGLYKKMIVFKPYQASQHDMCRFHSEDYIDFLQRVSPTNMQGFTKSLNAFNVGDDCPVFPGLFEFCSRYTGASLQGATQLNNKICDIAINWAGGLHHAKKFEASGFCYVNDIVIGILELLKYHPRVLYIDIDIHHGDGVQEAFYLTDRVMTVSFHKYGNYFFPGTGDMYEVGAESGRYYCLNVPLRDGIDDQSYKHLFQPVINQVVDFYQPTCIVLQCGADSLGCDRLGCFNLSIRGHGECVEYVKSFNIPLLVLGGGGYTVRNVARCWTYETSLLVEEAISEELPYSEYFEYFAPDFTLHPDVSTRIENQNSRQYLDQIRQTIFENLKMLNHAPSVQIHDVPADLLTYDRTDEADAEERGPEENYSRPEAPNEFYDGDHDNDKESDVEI
# HSF1 activator: HSF-1 activators, primary screen, NIH3T3-HGL cells, MG132 stress, luminescence, single point. NIH3T3-HGL HSF-1 luciferase reporter, 8 h; 100% = twice DMSO control signal. activation, % at 9 µM. 1.7% of 300,000 active. AID 504408, 2011;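 active = mean replicate activation of at least 50% with a set share of replicates each reaching 50%; inconclusive = only one of those two conditions met; inactive = mean below 50% and too few replicates reaching it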;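 note: 0% = median of the neutral control wells and 100% = twice that signal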
# HSF1 inhib: HSF1 inhibitors in luciferase reporter cells, primary screen, cell-based, NIH3T3, luminescence; activity change, negative = inhibition, % at 7.5 µM (by protocol); NIH3T3-HGL HSE-luciferase, MG132-induced, luminescence 8 h; stronger effect = lower value; 0.77% of 300,000 active;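 active = more than half of replicate wells show activity change below -50%, luminescence cut by over half; inconclusive = some wells, but at most half, below -50%; inactive = no replicate well below -50%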;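 note: luciferase reports HSF-1 transcriptional activity via heat shock element; 0% = median of DMSO wells and -100% = zero luminescence signal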
# GSK3B inh: human GSK3beta kinase inhibitors, primary screen, biochemical, cell-free homogeneous, HTS; GST-GSK3beta kinase, ADP-Glo luminescence, 60 min; stronger effect = lower value; activity score (negative = inhibition), % at 10 µM; 0.038% of 300,000 active; AID 2097, 2009;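 active = more than half of replicate wells score below -50%, meaning over 50% inhibition versus plate controls; inconclusive = some replicates but at most half score below -50%; inactive = no replicate scores below -50%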;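 note: 0% = median DMSO wells and -100% = median GW8510 positive control wells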
# Target sequence (P49841 whole entry, looked up): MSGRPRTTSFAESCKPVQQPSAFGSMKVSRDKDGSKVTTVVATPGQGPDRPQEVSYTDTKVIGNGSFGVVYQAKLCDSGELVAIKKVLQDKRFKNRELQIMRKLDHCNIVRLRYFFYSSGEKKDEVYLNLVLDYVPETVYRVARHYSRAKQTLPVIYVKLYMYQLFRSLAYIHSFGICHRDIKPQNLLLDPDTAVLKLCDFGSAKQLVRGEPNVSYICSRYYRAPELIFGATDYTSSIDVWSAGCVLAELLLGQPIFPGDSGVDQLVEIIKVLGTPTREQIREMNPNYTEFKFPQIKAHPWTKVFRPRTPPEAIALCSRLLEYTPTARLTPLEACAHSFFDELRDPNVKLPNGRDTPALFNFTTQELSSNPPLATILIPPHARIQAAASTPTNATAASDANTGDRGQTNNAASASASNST
#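 Test system: GST-fused GSK3beta enzyme, cell-free | Quantity: 1.6 ng GST-GSK3beta enzyme per well | Reagent: 25 µM ATP with peptide substrate | Schedule: 60 min enzyme reaction, room temperature | Signal: Luminescent ADP-Glo measurement of ADP formed | Read-out basis: Score relative to plate controls | Control set: DMSO and 20 µM GW8510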
# HSP90 refold inh: HSP90 inhibitors, primary screen, cell lysate, luminescence | Heat shock protein HSP 90 (rabbit reticulocyte lysate; luciferase refolding) | Rabbit reticulocyte lysate, luciferase refolding luminescence, 3 h | inhibition, % at 5.6 µM | 0.91% of 290,000 active;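 active = inhibition above the screen-wide mean plus 3 SD, computed separately per campaign, cut at about 16% in these data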;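 note: 0% = DMSO wells and 100% = 60 µM geldanamycin wells; inhibitors lower the luminescence because luciferase stays unfolded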
# Dyrk1A ADPGlo: rat Dyrk1A kinase inhibitors, primary screen, biochemical, single point, plate reader; Dual specificity tyrosine-phosphorylation-regulated kinase 1A (Rattus norvegicus), Q63470; ADP-Glo luminescence, NFATc1 peptide; inhibition, % at 12.5 µM; 0.43% of 310,000 active; AID 504441, 2011; in the data active = inhibition above about 50%;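 note: plate controls were vehicle with enzyme for no effect and no enzyme for full effect; many of its hits are not listed in these tables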
# Platelet DG rel: inhibitors of platelet dense granule secretion, primary screen, cell-based, MLPCN, human platelets. AID 1663, 2009. inhibition, %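 (compounds screened at 7.5 µM in platelet-rich plasma)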. human platelet-rich plasma, SFLLRN dense granule ATP release, luminescence. 0.22% of 300,000 active;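 active = mean replicate score, as percent of positive control, at or above 50; inconclusive = mean below 50 but at least one replicate at or above 50; inactive = mean and every replicate below 50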
# PolyA inhibitor: polyadenylation inhibitors in yeast reporter cells, primary screen, luminescence, S. cerevisiae | S. cerevisiae SKY197-pL101 polyadenylation reporter, beta-gal luminescence; efflux-impaired pdr1/pdr3 knockout yeast; score 100 = 6 SD above DMSO | calls only at 12 µM | 0.02% of 300,000 active | AID 1875, 2009;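 active = lowest replicate activity score at least 50, where 100 means six control SD above control mean; inconclusive = lowest score under 50 but half or more replicates reach 50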;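 note: yeast exposed to compound for 9 h at 30 °C; higher score means more reporter readthrough which indicates perturbed polyadenylation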
# GSK3A inh: blockers of GSK3A enzyme activity – biochemical, luminescence, cell-free homogeneous, HTS, primary screen; GSK-3 alpha kinase, ADP-Glo luminescence, 60 min; 0.1% of 320,000 active; inhibition, % at 10 µM;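 in the data active = inhibition above about 50%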;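 note: GST-tagged GSK-3 alpha with peptide substrate and 25 µM ATP; 0% = DMSO neutral wells and 100% = GW8510 positive control wells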
# Starred values were filed as active, the others as inactive; i = inactive; ? = inconclusive; . = not tested or not shown.
SMILES,AI-2 QS mod,HDAC3 inh,HSF1 activator,HSF1 inhib,GSK3B inh,HSP90 refold inh,Dyrk1A ADPGlo,Platelet DG rel,PolyA inhibitor,GSK3A inh
Cc1cc(=O)c2ccc(C(F)(F)F)cc2[nH]1,13,-9,0,0,-2,4,0,4,i,-1
CCCCCC(=O)NC(=S)Nc1ccc(NC(=O)c2ccco2)cc1,19,.,12,1,1,2,-3,0,i,-4
O=C(COC(=O)CNS(=O)(=O)/C=C/c1ccccc1)NC1CCS(=O)(=O)C1 (centres undefined),-6,-14,-1,-9,3,-5,-5,0,i,-1
Cc1cccc(SCC(=O)Nc2ccc3c(c2)OCCO3)c1,11,-4,4,7,-1,-2,-3,-14,i,1
CCCCNC(=O)NCCN1CCOCC1,35,9,-2,-2,5,0,-4,-1,i,-3
O=C(/C=C/c1ccc(O)c(O)c1)NC(=O)c1ccccc1O,24,0,27,13,-20,-1,10,1,i,1
COc1ccccc1C(=O)N1CCN(Cc2cccnc2)CC1,4,-3,-9,-2,2,0,1,9,i,-2
CCOc1ccccc1NS(=O)(=O)c1c(C)noc1C,10,-4,-3,-11,3,-2,11,1,i,-2
O=C(CSc1nc2ccccc2[nH]1)N1CCN(c2ccc(F)cc2)CC1,15,-4,25,9,2,3,-2,-2,i,0
COc1ccc2c(c1OC)C(=O)N(c1cccc(/C=C/C(=O)O)c1)C2,16,4,-9,-1,0,-2,3,-3,i,8
COc1ccc(NC(=O)CN(c2ccc([N+](=O)[O-])cc2)S(=O)(=O)c2ccccc2)cc1,2,5,-6,-10,-3,-2,-6,4,i,0
Brc1ccc(Oc2ncc(CN3CCN(c4ccccc4)CC3)s2)cc1,34,-2,5,-4,-2,-5,21,1,i,-2
COc1ccc(C(=O)C(C)N(C(=O)c2ccc(Cl)cc2Cl)N2C(=O)C3C4C=CC(C4)C3C2=O)cc1 (centres undefined),-1,3,7,5,-1,-1,-3,2,i,-5
Cc1cccc(OCCNc2cc(N3CCN(CCO)CC3)ccc2[N+](=O)[O-])c1,22,12,28,15,0,2,0,10,i,6
COc1ccc(O)c(CN2CCCC(N3CCc4ccccc4C3)C2)c1 (centres undefined),21,1,16,7,4,-3,11,-4,i,-3
O=C1C(Cl)=C(N2CCOCC2)C(=O)N1CCc1ccccc1,-6,5,22,2,-1,7,3,-1,i,-1
COc1ccc(NC(=O)c2cc3c(CO)cnc(C)c3oc2=Nc2cc(OC)cc(OC)c2)cc1,13,-3,-14,-27,0,3,-1,-3,i,2
CCOC(=O)c1cc2ccccc2n1CCN(CC)CC,10,-4,8,0,-1,6,7,0,i,3
COc1ccc(CN2CCNC(=O)C2CC(=O)N(C)CC2CCOCC2)cc1C (centres undefined),11,.,18,-6,2,-2,3,-6,i,.
CC(C)CC(NC(N)=O)C(=O)OCC(=O)Nc1ccc(OC(F)F)cc1 (centres undefined),13,-2,-1,-4,-3,-1,.,-1,i,-2
O=[N+]([O-])c1ccccc1OCc1nc(-c2cccs2)no1,-2,4,82*,27,-1,-8,7,5,i,-5
CCOC(=O)N1CCN(CC(O)COc2ccc(-c3ccccc3)cc2)CC1 (centres undefined),14,-1,3,-4,1,6,0,19,i,0
Cc1ccc(F)cc1NC(=O)c1ccc2c(c1)OCO2,15,-10,-19,-7,0,-2,-3,-1,.,0
O=C(c1cc(-c2ccc(Cl)cc2)on1)N1CCOCC1,10,-5,29,11,-4,12,4,0,i,1
COc1ccc(NC(=O)NCCN2CCCCC2)cc1,3,3,1,-8,-3,2,-5,4,i,-2
C/C(Cn1nc([N+](=O)[O-])cc1C)=N\NC(=O)c1ccc(O)cc1O,23,-1,6,-2,1,0,18,-9,i,12
O=C(CNC(=O)c1ccco1)OCC(=O)c1ccc2c(c1)CCCC2,22,3,4,-7,1,2,6,-2,i,-1
CCCCOc1ccc(/C=C(\C#N)C(=O)NC2CC2)cc1,10,5,12,-2,-1,.,.,1,i,0
O=C(C1CCCN(Cc2ccccc2Br)C1)N1CCCCC1 (centres undefined),10,-4,5,3,0,4,0,6,i,-2
C[C@@]12C(=O)N(CC3CC3)CC(=O)N1[C@H](C1CC1)[C@@H]1C(=O)N(c3ccccc3)C(=O)[C@@H]12,5,-18,-12,-4,-2,-5,-6,0,i,0

# Record cards (already shown). Screens in order: AI-2 QS mod | HDAC3 inh | HSF1 activator | HSF1 inhib | GSK3B inh | HSP90 refold inh | Dyrk1A ADPGlo | Platelet DG rel | PolyA inhibitor | GSK3A inh
# CCOC(=O)N1CCN(CC(O)COc2ccc(-c3ccccc3)cc2)CC1 (centres undefined) as listed: 14 | -1 | 3 | -4 | 1 | 6 | 0 | 19 | i | 0
# C/C(Cn1nc([N+](=O)[O-])cc1C)=N\NC(=O)c1ccc(O)cc1O as listed: 23 | -1 | 6 | -2 | 1 | 0 | 18 | -9 | i | 12

# Other entries:
SMILES,AI-2 QS mod,HDAC3 inh,HSF1 activator,HSF1 inhib,GSK3B inh,HSP90 refold inh,Dyrk1A ADPGlo,Platelet DG rel,PolyA inhibitor,GSK3A inh
Cc1ccc(Nc2nc3c([nH]2)c(=O)[nH]c(=O)n3C)cc1,16,-1,11,-2,1,0,2,-2,i,-1
CN1CCN(C(=O)/C=C/c2ccc3c(c2)OCO3)CC1,7,0,-46,-28,-2,-4,-1,-6,i,0
C=CCc1ccc(OCCCOc2ccc(C(=O)O)cc2)c(OC)c1,?,-2,2,4,1,-3,4,-1,i,6
C=C(C)C(=O)OCC(O)COc1ccc(C(C)(C)c2ccc(OCC(O)COC(=O)C(=C)C)cc2)cc1 (centres undefined),12,14,14,9,2,.,-4,3,i,-2
Nc1c(-c2ccc(F)cc2)cnc2ncnn12,21,4,3,-4,-1,1,29,0,i,12
COC(=O)c1ccc(C2C(C(=O)Nc3ccc(C)cc3C)=C(C)Nc3ncnn32)cc1 (centres undefined),0,-11,-21,-5,0,.,12,-16,i,-1
CCOC(=O)c1cnc2c(ccc3ccccc32)c1Cl,9,-5,2,5,3,-4,-1,0,i,-2
Cn1nnnc1SCC(=O)Nc1ncc(Cl)cc1Cl,27,0,-25,-4,0,.,1,-15,i,-2
O=C(NC1CCCC1)C(c1ccncc1)N(C(=O)Cc1cccs1)c1ccccc1 (centres undefined),6,-4,18,10,4,-3,2,-2,i,.
COc1ccc(C(C)=O)c(Oc2nc(CN3CCOCC3)nc3scc(-c4cccs4)c23)c1,21,0,-5,11,-4,1,-7,5,i,.
O=C(/C=C/c1cccs1)N1CCC2(CC1)Oc1ccc(Cl)cc1C(=O)C21CC(c2ccc(Cl)cc2)=NO1 (centres undefined),16,?,-15,-5,5,.,.,4,i,1
Cc1nn(C(=O)N2CCOCC2)c(C)c1CN1C(=O)c2ccccc2C1=O,13,-9,5,1,6,-3,-3,-2,i,0
CCSc1nc2c(c(=O)[nH]1)C(c1cccnc1)C(C(=O)OC(C)C)=C(C)N2 (centres undefined),27,1,-6,-1,-2,2,3,0,i,2
CC1=C/C(=C/N(C)C)C(=O)O1,7,-2,-8,-1,-4,1,-1,0,i,-1
COc1ccc(C)cc1NC(=O)CCS(=O)(=O)c1cccc2nonc12,10,3,-1,-1,1,6,5,0,i,-1
CCS(=O)(=O)Nc1ccc(-c2cc(-c3ccccc3)c3cc(C)ccc3n2)cc1,15,5,20,7,0,7,2,14,i,-2
C#CC(C)(C)NC(=O)c1ccccc1OC,6,-1,18,14,9,5,-6,3,i,-2
Cc1ccc(NC2OC(C(O)CO)C(O)C2O)cc1[N+](=O)[O-] (centres undefined),9,-5,-2,-2,0,-1,5,-8,i,-1
COc1ccc(C(=O)N2CCCCCC2)cc1OC1CCN(C(C)C)CC1,26,3,0,-4,2,-1,-3,3,i,0
COC(=O)CCC(=O)OC1(C)C(=O)C2=CN(C3CC3)C(c3ccc(OC)cc3)=CC2=C(Br)C1=O (centres undefined),50,0,1,0,1,.,0,-1,i,-1
COc1cc(C(C)=O)ccc1OCCCN1CCC(Cc2ccccc2)CC1,2,-2,-7,-7,-3,5,-4,8,i,1
COc1cccc(C2NC(=O)NC(C)=C2C(=O)Nc2ccc(C)cc2)c1OC (centres undefined),21,3,2,1,0,2,-12,-36,i,1
Cc1c(Cl)cccc1NC(=O)CN1CCN(CCO)CC1,19,3,-5,0,-2,3,8,-7,i,0
Cc1ccccc1OCCn1c(CCNC(=O)C(C)C)nc2ccccc21,26,-8,4,-10,1,0,-4,-8,i,-2
Cc1c(Br)c([N+](=O)[O-])nn1CC(=O)N1CCCc2ccccc21,11,4,1,0,1,2,7,3,i,0
COc1ccc(CCNS(=O)(=O)c2cccc([N+](=O)[O-])c2)cc1,36,2,2,-4,-2,-6,-9,9,i,-3
COc1ccc([C@@H]2C[C@H](c3ccccc3)Oc3cc(OC)c(OC)c(OC)c32)cc1,35,-3,-1,15,-1,.,10,-5,i,-2
O=C(Nc1cccc(F)c1)c1cc(-c2ccco2)nc2ccccc12,15,-2,-68,-59*,0,.,-19,2,i,-1
COC(=O)C1=C(C)NC2=C(C(=O)CCC2)C1c1ccsc1 (centres undefined),28,.,5,-2,1,1,.,0,i,.
COc1ccc(C2NC(=O)CS2)cc1 (centres undefined),20,0,.,.,1,0,3,.,.,0
C=CCNC(=O)NC(=O)CN1C(=O)NC(c2ccccc2)(c2ccccc2)C1=O,-85*,12,-7,-9,-1,3,0,12,i,1
CC1(C)CC(O)CC(C)(C)N1CC(O)COCc1ccccc1 (centres undefined),-5,-7,2,4,-4,-2,-7,-13,i,4
CCOc1cccc(NC(=O)c2cnccc2C(F)(F)F)c1,8,1,-2,-1,-1,-1,.,16,i,0
COc1ccccc1NC(=O)c1sc(NC(=O)c2ccco2)c(C#N)c1C,15,2,-16,-6,-2,2,3,-9,i,-4
c1ccc(-c2csc3ncnc(N4CCN(Cc5ccc6c(c5)OCO6)CC4)c23)cc1,15,8,12,11,0,1,-2,3,i,0
O=C(NNc1c(Cl)cncc1Cl)c1sccc1Cl,19,-3,-15,-9,-1,3,.,10,i,-3
Cc1c(-c2cccc(NC(=O)c3cccs3)c2)nc2ncccn12,20,-54,13,5,2,4,39,15,i,9
CCOCCCn1c(SCC(=O)/C(C#N)=C(\C)N)nc2ccccc2c1=O,6,2,-27,-2,6,-3,3,10,i,1
CCN(CC)c1ccc(CNc2nc3ccccc3n2C)cc1,-6,-6,17,-3,-2,-3,-6,11,i,-3

# This is a subset (hit frequency here may not be typical).
